MLL CXXC-DNA inh: blocks binding of human MLL CXXC domain to DNA. Q03164. MLL-CXXC / FITC-HOXA9 DNA fluorescence polarization. Potency, µM (top dose mostly 115 µM), for inactives: at the top dose activity change, negative = inhibition, most hits filed as inhibitors. hit rate 0.037% among 290,000. AID 2662; active = well fitted inhibition curve with a large enough effect in the polarisation, with a control signal flat, not every such curve was filed as active; inconclusive = small, poorly fitted or top-dose-only effect, or effect the other way, or a change in a side signal; inactive = no such curve, though single readings can be large or run the other way; the % refers to the polarisation
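Steps: dispense CXXC domain solution (7 uM) → pin compounds or unlabeled HOX-A9 DNA control → 5 min ambient → add FLSN-HOX-A9 solution (50 nM) → spin → 30 min ambient → fluorescence polarization. Tris pH 7.5/NaCl/DTT/BSA buffer.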
Rab9 prom act: activators of Rab9 promoter; Potency, µM (titrated, usually from 9.22 µM), without a hit: top-dose activation, negative = inhibition, hits mostly activators; AID 485297; hit rate 2.8% among 320,000; Huh7 Rab9 promoter-luciferase reporter, luminescence, 24 h; also: % of control where 0% means no effect; nearly all actives have a fitted effect of over 60% in size
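Luminescence read-out: Huh7 cells stably expressing Rab9-luciferase, treated 24 h with compound at 37 °C, then lysed with luciferase reagent for 10 min at ambient before reading.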
MBNL1 CUG block: MBNL1-poly(CUG) RNA binding inhibition; Q9NR56; TR-FRET MBNL1-His/biotin-(CUG)12 binding, 665/545 ratio; Potency, µM (top dose mostly 57.5 µM), for inactives: at the highest dose activity change, negative = inhibition, most hits filed as inhibitors; hit rate 0.036% among 280,000; AID 2675; active = well fitted inhibition curve with a large enough effect in the signal ratio, with a control signal flat, not every such curve was filed as active; inconclusive = small, poorly fitted or top-dose-only effect, or effect the other way, or a change in a side signal; inactive = no such curve, though single readings can be large or run the other way; the % refers to the signal ratio; also: % is scaled to controls: 0 for no effect and ±100 for the full control effect
Target sequence (Q9NR56 whole entry, looked up): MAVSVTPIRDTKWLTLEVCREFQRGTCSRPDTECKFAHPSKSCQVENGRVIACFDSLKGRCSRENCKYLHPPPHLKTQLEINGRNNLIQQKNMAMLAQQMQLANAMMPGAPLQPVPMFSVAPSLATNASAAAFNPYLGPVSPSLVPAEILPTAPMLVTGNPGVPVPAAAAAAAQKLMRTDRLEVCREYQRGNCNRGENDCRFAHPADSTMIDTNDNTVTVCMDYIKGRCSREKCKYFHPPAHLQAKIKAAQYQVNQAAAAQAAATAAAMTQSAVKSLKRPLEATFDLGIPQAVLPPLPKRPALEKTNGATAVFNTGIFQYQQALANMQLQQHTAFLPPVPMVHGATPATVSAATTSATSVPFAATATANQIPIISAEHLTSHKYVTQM
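His-tagged MBNL1 binding to biotinylated (CUG)12 RNA was measured by TR-FRET using terbium anti-His antibody (0.055 ng/ul final) and streptavidin-XL665 (5 nM final). Compounds were titrated 92 nM to 58 uM; 60 min at room temperature.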
BRCA1 expr act: BRCA1 expression activation; MCF7-BRCA1-FFLuc reporter, luminescence, 48 h; response scale: scaled: vehicle 0%, 10 µM genistein 100%; Potency, µM (highest dose often 46.1 µM), for inactives: at the highest dose activation, actives largely listed as activators; hit rate 1.1% among 380,000; AID 624202; also: nearly all actives have a fitted effect of over 80% in size; some results filed as inactive show a strong effect at the top dose
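Activators of BRCA1 expression were detected as increased firefly luciferase luminescence in engineered MCF7 cells after 48 h compound incubation. Signals were scaled to genistein 10 microM as full activation.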
FLuc modulator: firefly luciferase modulation, counter-screen for miR-21 project; P08659; purified FLuc, Km substrates, luminescence inhibition; Potency, µM (doses to about 57.5 µM), without a hit: top-dose activity change, negative = inhibition, hits mostly inhibitors; hit rate 6.9% among 360,000; AID 588342;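 also: plate controls were vehicle for no effect and reference inhibitor for full effect; nearly all actives have a fitted effect of over 55% in size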
Target sequence (P08659 whole entry, looked up): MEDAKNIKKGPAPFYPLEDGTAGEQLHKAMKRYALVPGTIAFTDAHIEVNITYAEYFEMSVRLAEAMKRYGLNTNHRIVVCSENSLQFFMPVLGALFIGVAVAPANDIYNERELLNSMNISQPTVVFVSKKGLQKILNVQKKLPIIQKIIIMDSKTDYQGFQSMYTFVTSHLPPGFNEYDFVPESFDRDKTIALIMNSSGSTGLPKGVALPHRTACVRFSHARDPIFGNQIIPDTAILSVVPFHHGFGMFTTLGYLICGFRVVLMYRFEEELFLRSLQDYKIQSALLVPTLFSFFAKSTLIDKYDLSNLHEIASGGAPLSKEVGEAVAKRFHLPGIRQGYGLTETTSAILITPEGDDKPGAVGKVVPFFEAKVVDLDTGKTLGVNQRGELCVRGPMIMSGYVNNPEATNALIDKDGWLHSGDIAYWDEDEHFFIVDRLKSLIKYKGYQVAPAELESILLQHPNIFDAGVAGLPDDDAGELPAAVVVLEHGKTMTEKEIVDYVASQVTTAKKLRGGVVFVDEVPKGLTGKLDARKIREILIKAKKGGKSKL
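Biochemical qHTS of compounds, final roughly 60 µM downward over six points, against 10 nM purified firefly luciferase using Km concentrations of substrates (10 uM D-luciferin, 10 uM ATP) in Tris acetate pH 7.5 buffer; luminescence output.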
uPA surface inh: inhibitors of cell surface uPA generation; AID 540303; cell surface uPA generation assay, qHTS; hit rate 0.31% among 330,000; Potency, µM (highest dose often 38.3 µM), for inactives: top-dose activity change, negative = inhibition, actives largely listed as inhibitors; active = well fitted inhibition curve with a large enough effect; inconclusive = small, poorly fitted or top-dose-only effect; inactive = no such curve, though single readings can be large or run the other way; tested in mouse RAW 264.7 cells; also: % is scaled to controls: 0 for no effect and ±100 for the full control effect; nearly all actives have a fitted effect of over 55% in size
p53 reactivation: restores transcriptional activity of mutant p53; H1299 p53-A138V BP100-luciferase reporter, luminescence, 24 h; Potency, µM (series often up to 92.2 µM), without a hit: at the highest dose activity change, positive = activation, actives largely listed as activators; hit rate 0.063% among 320,000; AID 504706; also: % of control where 0% means no effect; nearly all actives have a fitted effect of over 45% in size
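p53-null H1299 cells stably carrying temperature-sensitive p53-A138V and a BP100-luciferase reporter were pinned with compounds (4-point, 1:5 series) and held 24 hrs at 37 deg C. Luminescence was read 10 min after detection reagent.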
ELG1 genotox: inducers of genotoxicity in HEK293T ELG1-luciferase cells. HEK293T ELG1-luciferase reporter, luminescence, 16 h. Potency, µM (doses to about 46 µM), for the others: at the top dose activity change, positive = activation, hits mostly activators. hit rate 1.3% among 330,000; also: % of control where 0% means no effect; nearly all actives have a fitted effect of over 60% in size
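Step 1: seed 2,000 HEK293T ELG1-luciferase cells per well. Step 2: add compound or DMSO, incubate 16 hr at 37 °C. Step 3: ONE-Glo, 30 min at room temperature, read luminescence.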
NPC1 promoter act: NPC1 promoter activation. Huh7 NPC1 promoter luciferase reporter, 24 h. Potency, µM (doses to about 9.22 µM), inactives show at the top dose activation, hits mostly activators. hit rate 2.4% among 320,000. AID 485313;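 also: % of control where 0% means no effect; nearly all actives have a fitted effect of over 60% in size; reporter is driven by a mutant NPC1 promoter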
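NPC1 promoter–luciferase Huh7 cells; 24 h compound; luminescence.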
VP16 counter: Gal4-VP16 reporter inhibition counter-screen. Drosophila S2 Gal4-VP16 UAS-luciferase, luminescence, 20 h. Potency, µM (series often up to 53.6 µM), inactives show top-dose activity, negative = inhibition, most hits filed as inhibitors. hit rate 3.5% among 310,000. AID 2546;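 also: Gal4-VP16 expression switched on by copper sulfate through the metallothionein promoter; % is scaled to controls: 0 for no effect and ±100 for the full control effect; nearly all actives have a fitted effect of over 50% in size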
RORgamma inh: inhibitors of mouse ROR gamma transcriptional activity; P51450; Drosophila S2 Gal4-RORgamma UAS-luciferase reporter, 20 h; Potency, µM (highest dose often 53.6 µM), for the others: at the top dose activity change, negative = inhibition, usual class: inhibitors; hit rate 5.4% among 310,000; AID 2551; also: % is scaled to controls: 0 for no effect and ±100 for the full control effect; nearly all actives have a fitted effect of over 60% in size
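Compounds are pin-transferred onto Drosophila Schneider cells expressing a copper-inducible Gal4–ROR gamma transactivation domain fusion. After 1 hr, copper sulfate is added to 700 uM final; luciferase is read 20 hr later.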
* marks the source's active call; other numbers are inactive results; ? = inconclusive; . = not tested or not shown; & = joins results of further samples; [ ] = dose if it differs, or a comment. Unless noted, calls follow the shape of the dose curve; as a rule, active = well fitted curve in the direction sought with a large enough effect; inconclusive = small, poorly fitted or top-dose-only effect, or another doubt; inactive = no such curve, though single readings can be large; an effect the other way counts as inactive or inconclusive. Potency is read from the fitted curve at half-maximal effect.

SMILES | MLL CXXC-DNA inh | Rab9 prom act | MBNL1 CUG block | BRCA1 expr act | FLuc modulator | uPA surface inh | p53 reactivation | ELG1 genotox | NPC1 promoter act | VP16 counter | RORgamma inh
N#CCC(=O)Nc1ccc(C(=O)OCC(=O)N=c2sccn2Cc2ccccc2Cl)cc1 | . | -3% | . | -14% | -4% | 6% | 2% | -11% | 1% | . | .
COc1cc(CN2CCN(S(=O)(=O)c3ccc(NC(C)=O)cc3)CC2)cc(OC)c1O | 3% | 6% | -10% | 11% | 3% | 12% | 11% | 2% | -1% | 1% | 0%
CN(C)/C=C(\C#N)S(=O)(=O)C(C)(C)C | 9% | 4% | -10% | -2% | -1% | -7% | -4% | 0% | 2% | -14% | 19%
COc1ccccc1NC(=O)C1=C(C)Nc2nnnn2C1c1cccc(Br)c1 (stereo not given) | 3% | 1% | -6% | -2%[1.84 µM] | -2% | 0% | 10% | -2% | -4% | 9% | 25%
CCCCn1c(SCC(=O)Nc2ccc3c(c2)OCO3)nc2c1c(=O)n(C)c(=O)n2C | 0% | 0% | -1% | -44% | -1% | . | 0% | -20% | 8% | -22% | ?
CSc1ncccc1C(=O)N1CCCC(CCC(=O)NCc2ccc(F)c(F)c2)C1 (stereo not given) | 0% | 9% | -8% | -21% | 2% | -4% | 1% | -4% | -1% | -4% | ?
COc1ccc(C)cc1NC(C)C(=O)NC(=O)NC1CCCCC1 (stereo not given) | . | -4% | . | -18% | 2% | 10% | -3% | 0% | -1% | . | .
CC(C)C(NC(=O)C12CC3CC(CC(C3)C1)C2)C(=O)NC1=NCCS1 (stereo not given) | 10% | -1% | -1% | . | -1% | . | 5% | 1% | -3% | -4% | 18µM*
O=C(Nc1ccccc1)c1cccc(N2CCCC2=O)c1 | 2% | ? | -12% | 59% | ? | -1% | ? | 10µM* | ? | 4% | ?
CN(C)C(=O)CSc1nnc(-c2ccncc2)n1Cc1ccco1 | 3% | 0% | -7% | 1% | 1% | 11% | -4% | 1% | -2% | -14% | 20%
CCCCn1c(=O)c(C(=O)N/N=C/c2ccc(F)cc2)c(O)c2ccccc21 | 0% | -3% | -18% | . | -2% | . | 2% | 0% | -2% | -2% | -1%
COc1cc(/C=C(\NC(=O)c2ccccc2)C(=O)Nc2cccc(O)c2)c([N+](=O)[O-])cc1OC | 6% | 3% | ? | -6% | -2% | 1% | 11% | 0% | -3% | -10% | 5%
COCCn1ccc2c(OCC(=O)NCc3ccccc3)cccc2c1=O | . | -15% | . | -7% | 4% | -1% | -8% | 1% | 1% | . | .
O=C(OCC(=O)N1CCCC1)c1ccccc1O | 2% | ? | -3% | 20µM* | 15µM* | 2% | ? | ? | 2.8µM* | -6% | 0%
COCCCNC(=O)CSc1nc2ccccc2c(=O)n1CCCN1CCCCC1 | ? | -4% | 1% | -8% | 0% | -10% | -3% | 0% | -4% | -5% | -7%
O=C(CSc1nc(-c2ccccc2)cc(C(F)(F)F)n1)NCCN1CCOCC1 | -4% | -3% | -4% | -4% | -2% | -5% | -7% | -1% | -3% | -2% | -28%
COc1ccc(Cl)cc1NC(=O)CCS(=O)(=O)c1ccc(Br)cc1 | -2% | 0%[1.84 µM] | -5% | -1% | 3% | 5% | -2% | -4% | -1% | 4% | 9%
O=C1CC(=O)Nc2cc(S(=O)(=O)NCc3cccs3)ccc2N1 | 10% | 0% | 1% | -17% | 0% | 4% | -1% | 0% | -2% | 1% | -12%
C/C(=N\NC(=O)c1ccc(Cl)cc1)c1ccc2[nH]ccc2c1 | 10% | 19% | -2% | -40% | ? | -8% | 7% | 8% | ? | -7% | -43%
O=C1S/C(=C\c2ccc(N3CCOCC3)o2)C(=O)N1Cc1c(F)cccc1Cl | ? | -2% | -1% | -33% | ? | -17% | -5% | -3% | 1% | ? | ?
CCc1nnc(N/N=C/c2cccs2)n1N | 0% | -4% | -8%[11.5 µM] | -3% | -1% | -12% | 24% | -4% | 1% | 13µM* | ?
COc1ccc(NN=Nc2nc3c([nH]2)c(=O)n(C)c(=O)n3C)cc1 | -12% | 8% | . | -7% | ? | 2% | 3% | 5% | 9% | -2% | 3%
Cc1noc(NS(=O)(=O)c2ccc(NC(=O)CSc3n[nH]c(-c4ccccc4)n3)cc2)c1C | -17% | -7% | -8% | -4% | ? | 3% | 9% | 0% | 1% | -8% | 17%
O=C(CCc1c[nH]c2ccccc12)NCC1CCCO1 (stereo not given) | -1% | 2% | 4% | 2% | -2% | 0% | 2% | 4% | 8% | 5% | 17%[10 µM]
COc1ccc(Nc2nc(-c3ccc(OC)cc3)cs2)cc1 | 3% | 1.6µM* | 4% | ? | ? | 7% | 3% | ? | 3.2µM* | 4% | -6%

Other structures.
SMILES | MLL CXXC-DNA inh | Rab9 prom act | MBNL1 CUG block | BRCA1 expr act | FLuc modulator | uPA surface inh | p53 reactivation | ELG1 genotox | NPC1 promoter act | VP16 counter | RORgamma inh
CCOC(=O)c1[nH]ncc1CN1CCCC(C(=O)c2cccc(OC(C)C)c2)C1 (stereo not given) | 6% | -4% | 0% | 4% | 3% | -1% | -2% | -2% | -4% | 0% | 13%
COC(=O)[C@@H](NC(=O)NCc1ccco1)C(C)C | 10% | 1% | 2% | 4% | -1% | . | -8% | 4% | 1% | 4% | -19%
O=C(COC(=O)c1ccccn1)Nc1ccccc1OC(F)F | 3% | 2% | -1% | 2% | 0% | 0% | 3% | 2% | -2% | 7% | -26%
CSCC[C@H](NC(=O)CC(C)(C)C)c1nc2ccccc2[nH]1 | -1% | -2% | -12% | -13% | -3% | . | -5% | -1% | 1% | -4% | -19%
Cc1cc(C)cc(OCC(=O)OCC(=O)NCc2ccco2)c1 | 2% | -2% | 0% | 0% | 1% | 4% | -2% | -1% | 2% | 4% | 5%
CCC(C)(C)NC(=O)/C=C/c1ccc(OC)c(S(=O)(=O)N2CCOCC2)c1 | -2% | -7% | . | -18% | 6% | 0% | -6% | -1% | -1% | -10% | 22%
O=C(O)COc1ccccc1/C=N/NC(=O)c1cc2ccccc2cc1O | -1% | 3% | . | -48% | 7.6µM* | -5% | 0% | -1% | -5% | 3% | -12%
COc1ccc(CCn2c(=N)c(C(=O)NC3CCCC3)cc3c(=O)n4ccccc4nc32)cc1OC | 0% | -2% | ? | 19% | 0% | 8% | 2% | -7% | -3% | 6% | -6%
Cc1c2cccn2cc[n+]1C | 4% | 0% | 9% | -2% | 2% | -5% | -3% | -1% | 2% | -3% | -27%
CCCCOc1ccc(-c2nc(/C=N/c3nccs3)c(O)o2)cc1 | ? | -2% | -6% | -9% | 9% | 0% | 19% | 5% | 2% | -5% | ?
O=C(Nc1nnc(S(=O)(=O)N2CCCCCC2)s1)c1ccccc1Br | -12% | 0% | 5% | -3% | -18%&-1% | 1% | 6% | 1% | 0% | -10% | 28%
Cc1[nH]c(=O)[nH]c(=O)c1NC(=O)c1ccc(OC(C)C)cc1 | -1% | -3% | 3% | 4% | 0% | 8% | 3% | 1% | -3% | -16% | 7%
O=C1CCC(C(=O)N(Cc2ccco2)C2(C(=O)NC3CCCC3)CCCCC2)N1 (stereo not given) | -14% | -3% | -7% | -26% | 12% | 4% | 0% | -1% | 0% | -1% | 2%
O=C(NCC1CCCO1)c1ccc([N+](=O)[O-])o1 (stereo not given) | 7% | -1% | ? | -53% | -3% | -2% | ? | -3% | -2% | -16% | -39%
COc1ccc(NC(=O)c2cc3cc(OC)ccc3oc2=N)cc1 | -10% | -1% | ? | 29% | 9.5µM* | 2% | 0% | 10% | 9% | -17% | -11%
O=C(Cn1cnc2c(nnn2Cc2ccc(F)cc2)c1=O)NCc1ccccc1 | -2% | -4% | -10% | -40% | -1% | ? | -3% | -2% | -1% | -12% | 6%
O=S(=O)(Nc1ccc(Br)cc1)c1cccc2nonc12 | ? | 0% | ? | -3% | -2% | ? | 4% | 1% | 1% | 1% | 20%
N#C/C(=C(/O)c1cccs1)c1nnc2n1CCCCC2 | -1% | 5% | 0% | -5% | -11% | 6% | 3% | 2% | 3% | ? | 10µM*
CCOC(=O)c1c(C)oc2c(CN3CCN(C)CC3)c(Br)c(OC)c(O)c12 | 7% | 4% | 1% | 8% | 2% | . | 0% | 2% | -3% | 18µM* | ?
COC(=O)c1c(NC(=O)c2ccoc2C)sc2c1CCC2 | -13% | 2% | 3% | -52% | 1% | 0% | ? | 11% | -2% | . | -11%[0.365 µM]

Only part of the results is shown; count on the stated rates, not on these rows.
